CHRM5 PAM – CHRM5 positive allosteric modulation; P08912; 360,000 tested, 0.3% active; activation, % at 3 µM; AID 624038; CHO-K1 hM5, Fluo-8 calcium, ACh EC20 PAM; 0% = ACh EC20, 100% = ACh EC100;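 active = activation above the run cutoff, the mean activation of all test compounds plus 3 SD, cut at about 18% in these data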
Target sequence (P08912 whole entry, looked up): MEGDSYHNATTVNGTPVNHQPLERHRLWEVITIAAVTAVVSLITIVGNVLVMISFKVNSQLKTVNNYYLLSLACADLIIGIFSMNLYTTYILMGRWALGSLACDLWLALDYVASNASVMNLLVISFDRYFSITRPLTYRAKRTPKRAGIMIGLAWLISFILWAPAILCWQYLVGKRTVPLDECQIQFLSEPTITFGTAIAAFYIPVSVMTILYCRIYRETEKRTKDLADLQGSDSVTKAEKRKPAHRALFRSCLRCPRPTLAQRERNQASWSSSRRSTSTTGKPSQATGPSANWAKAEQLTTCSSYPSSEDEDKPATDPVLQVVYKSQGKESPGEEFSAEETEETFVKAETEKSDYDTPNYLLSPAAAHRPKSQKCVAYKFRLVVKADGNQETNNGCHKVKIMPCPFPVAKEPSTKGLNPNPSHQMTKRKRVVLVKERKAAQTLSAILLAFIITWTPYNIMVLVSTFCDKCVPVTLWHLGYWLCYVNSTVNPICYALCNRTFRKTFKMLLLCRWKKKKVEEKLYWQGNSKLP
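Replicates: One well per compound, no replicates | System: Human M5 receptor in CHO-K1 cells | Benchmarks: Low control EC20 acetylcholine (0%), high control EC100 acetylcholine (100%) | Probe or stimulus: Acetylcholine, EC20 level | Times: Fluo-8 loading 80 min at 37 °C plus 30 min room temperature | Signal: Intracellular calcium via Fluo-8 fluorescence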
CHRM5 agonist – agonists of human muscarinic M5 receptor (CHRM5). P08912. CHO-K1 hM5 cells, Fluo-8 calcium fluorescence; 0% DMSO wells, 100% maximal acetylcholine response. activation, % at 3 µM. 360,000 tested, 0.19% active;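 active = activation above the run's mean over test compounds plus 3 SD, cut at about 23% in these data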;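 note: signal is peak over basal fluorescence ratio across the kinetic read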
IDE cell inh – cellular human IDE inhibition; inhibition, % at 5.59 µM; HEK cells, FAbetaB cleavage, fluorescence polarization; 320,000 tested, 0.41% active;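 active = percent inhibition above the average of all tested compounds plus 3 SD, set per screening campaign, cut at about 16% in these data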;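 note: IDE supplied by intact live HEK cells; FP after avidin binding of uncleaved biotin substrate so inhibition keeps polarization high; 0% = DMSO wells and 100% = 60 µM reference IDE inhibitor Ii1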
CRFR2-BP ag – agonists of human CRF-binding protein/CRF-R2 receptor complex; activation, % at 13.2 µM; HEK293 CRF-R2/CRF-BP, calcium dye fluorescence (FLIPR); percent of saturating CRF peptide response; AID 588473; 350,000 tested, 0.46% active;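 active = activation of at least 50%, plus an integration ratio under a set limit after plate pattern correction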;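 note: plate controls were neutral control wells without compound for no effect and CRF at EC100 for full effect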
M4 antag – blocks acetylcholine activation of human M4 receptor; 360,000 tested, 0.73% active; P08173; inhibition, % at 3 µM; CHO-hM4 cells, ACh EC80, Fluo-8 calcium fluorescence; AID 624125;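 active = inhibition above its plate's cutoff, the mean inhibition of sample wells plus 3 SD, cut at about 27% in these data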;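 note: 0% = acetylcholine EC80 with DMSO and 100% = DMSO without agonist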
Target sequence (P08173 whole entry, looked up): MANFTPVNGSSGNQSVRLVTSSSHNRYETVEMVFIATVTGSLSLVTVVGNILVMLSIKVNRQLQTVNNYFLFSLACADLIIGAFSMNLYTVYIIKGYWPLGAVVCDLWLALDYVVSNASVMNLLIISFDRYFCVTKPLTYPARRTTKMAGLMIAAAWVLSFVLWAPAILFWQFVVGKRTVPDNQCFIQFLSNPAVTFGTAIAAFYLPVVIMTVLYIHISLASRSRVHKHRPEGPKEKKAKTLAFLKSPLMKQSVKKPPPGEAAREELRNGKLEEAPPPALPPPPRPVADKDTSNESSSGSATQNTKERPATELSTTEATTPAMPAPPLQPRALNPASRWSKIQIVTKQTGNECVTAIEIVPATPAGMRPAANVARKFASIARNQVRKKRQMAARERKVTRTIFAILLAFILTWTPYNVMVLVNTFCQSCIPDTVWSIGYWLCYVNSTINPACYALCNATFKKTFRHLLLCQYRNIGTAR
CHRM4 PAM – potentiates acetylcholine response at human M4 receptor; P08173; 360,000 tested, 0.4% active; activation, % at 3 µM; CHO-K1 hM4/Gqi5, Fluo-8 calcium fluorescence, ACh EC20; 0% = ACh EC20, 100% = maximal ACh;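 active = activation above its plate's cutoff, the mean activation of sample wells plus 3 SD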; note: some results filed as inactive read as strong as hits
CRFR2-BP antag – blocks CRF-induced signaling of the CRF-BP/CRF-R2 complex. inhibition, % at 11.8 µM. HEK293 CRF-R2/CRF-BP, CRF-induced calcium fluorescence. 350,000 tested, 0.59% active;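 active = inhibition of the ligand-induced calcium signal above about 50% at the single tested concentration, limit read from the data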
M5 antag – antagonists of human muscarinic M5 receptor (CHRM5) | P08912 | inhibition, % at 3 µM | CHO-hM5 cells, Fluo-8 calcium fluorescence, ACh EC80 | AID 624040 | 360,000 tested, 0.59% active;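 active = inhibition above a per-plate cutoff, the mean of that plate's test compounds plus 3 SD, cut at about 27% in these data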;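 note: 0% = acetylcholine EC80 with DMSO and 100% = DMSO without agonist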
CHRM4 agonist – CHRM4 agonism in calcium assay | CHO-K1 hM4/Gqi5, Fluo-8 calcium fluorescence; vehicle 0%, full acetylcholine response 100% | activation, % at 3 µM | 360,000 tested, 0.14% active | AID 624127;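 active = activation above the run mean over all test wells plus 3 SD, cut at about 32% in these data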;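 note: peak over basal fluorescence ratio per well then scaled between controls; 0% = DMSO wells and 100% = acetylcholine at EC100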
* hit, by the source's call; nt = not tested or not shown.

entry | smiles | CRFR2-BP antag | CHRM4 PAM | M5 antag | M4 antag | CHRM4 agonist
1 | CN(C)/C=N/c1cnc(C(=O)c2ccc(Cl)cc2)n1C | 2 | 3 | 3 | 9 | 1
2 | O=C(CCCn1c(SCc2cccc([N+](=O)[O-])c2)nc2ccccc2c1=O)NCC1CCCO1 (stereo unspecified) | -16 | -2 | 3 | -16 | 5
3 | CCC1CCCCN1C(=O)c1c(-c2ccccc2)noc1C (stereo unspecified) | 2 | 5 | -4 | 9 | 1
4 | N#C/C(=C(/O)c1ccco1)c1nc2ccccc2[nH]1 | -17 | -1 | 0 | -3 | 5
5 | O=C(Nc1ccc(S(=O)(=O)NCC2CCCO2)cc1)C1CC(=O)N(c2ccccc2)C1 (stereo unspecified) | -6 | -2 | 1 | 2 | 1
6 | CC(C)CC(NC(=O)C(NC(=O)OC(C)(C)C)C(C)C)C(N)=O (stereo unspecified) | 1 | -6 | 0 | -3 | 0
7 | Cc1cc(C)c(S(=O)(=O)NC2CC(C)(C)NC(C)(C)C2)cc1Br | -26 | 3 | 3 | 8 | 4
8 | Cc1n[nH]c(C)c1Sc1ccccc1N | -9 | 0 | 9 | 5 | 2
9 | Cc1ccc(CNC(=O)c2ccccc2SCC(=O)NCC2CCCCC2)cc1 | 21 | 1 | 3 | -13 | 10
10 | Cc1ccc(CN2CCN(/N=C\C=C\c3ccccc3)CC2)cc1 | -39 | 0 | 7 | 2 | -1

entry | CRFR2-BP ag | IDE cell inh | CHRM5 agonist | CHRM5 PAM
1 | -0.7 | 1 | -2 | -4
2 | -1.8 | -2 | -3 | -2
3 | -1.6 | -2 | -3 | -3
4 | 0.1 | 3 | 2 | -3
5 | 0.9 | 7 | -3 | 6
6 | -1.3 | 0 | -2 | -6
7 | 5.9 | nt | -9 | 3
8 | -1.7 | -3 | -2 | 4
9 | -3.9 | 6 | 0 | -8
10 | 0.3 | 2 | 0 | 0

Next section.
entry | smiles | CRFR2-BP antag | CHRM4 PAM | M5 antag | M4 antag | CHRM4 agonist
11 | COc1ccc(C(=O)NN=C2CCCC2)c(OC)c1 | 4 | 0 | 1 | -6 | 1
12 | O=C(O)[C@H]1CCCC[C@H]1C(=O)Nc1ccc(S(=O)(=O)N2CCCCC2)cc1 | 5 | -3 | 6 | 4 | 0
13 | C=CCOc1c(Br)cc(CNn2c(C)n[nH]c2=S)cc1OC | -8 | -1 | 6 | -4 | 8
14 | CCO[C@H]1OC(C(N)=O)=C[C@@H](C2CCCCC2)[C@@H]1CCCO | -3 | -2 | 2 | 4 | 1
15 | COCC(C)NC(=O)CCc1nnc(C2(c3ccc(Cl)cc3)CCC2)o1 (stereo unspecified) | 2 | -3 | 1 | -11 | 0
16 | COc1ccc(CCN2CC(C(=O)OC(C)C(=O)Nc3ccc(NC(C)=O)cc3)CC2=O)cc1OC (stereo unspecified) | 4 | 1 | -6 | 12 | 0
17 | Cc1ccc(C(=O)NCCSC(C)(C)C)cc1[N+](=O)[O-] | 2 | 8 | -13 | 2 | 2
18 | Cc1ccc(Cl)c2c1NC(=O)C2=O | 0 | -4 | 7 | 4 | 2
19 | O=C(CNC(=O)c1ccccc1)NCC(=O)OCC(=O)c1ccccc1Cl | 8 | 5 | -2 | -4 | 2
20 | CCOC(=O)c1ccccc1NC(=O)COC(=O)C1CCCC1 | 3 | 0 | -8 | -1 | -2

entry | CRFR2-BP ag | IDE cell inh | CHRM5 agonist | CHRM5 PAM
11 | 0.8 | 7 | -4 | -5
12 | 0.1 | 3 | -2 | 0
13 | 0.5 | 6 | 8 | -4
14 | 0.7 | 3 | 2 | 3
15 | -0.2 | -3 | -5 | -1
16 | -0.8 | nt | 0 | 8
17 | -1.5 | 6 | 0 | -4
18 | -0.7 | 2 | 3 | 2
19 | -0.6 | nt | -2 | -2
20 | -2.2 | 3 | -1 | 9

Later entries
entry | smiles | CRFR2-BP antag | CHRM4 PAM | M5 antag | M4 antag | CHRM4 agonist
21 | CC(NS(=O)(=O)c1ccc2[nH]c(=O)c(=O)[nH]c2c1)C(=O)O (stereo unspecified) | 13 | 4 | 3 | 4 | 2
22 | O=S(=O)(NCc1cn2ccsc2n1)c1ccc2c(c1)OCCO2 | 16 | 0 | 1 | 11 | 4
23 | Nn1c(SCC(=O)NCc2ccccc2)nnc1C1CC1 | 14 | 3 | 6 | 15 | 0
24 | Cc1cn([C@H]2C[C@H](O)[C@@H](CNCc3ccccc3OCCCN3CCOCC3)O2)c(=O)[nH]c1=O | -6 | 4 | 5 | -11 | 1
25 | Cc1ccc(Cl)cc1N(CC(=O)N1CCOCC1)S(C)(=O)=O | 74* | 1 | 10 | -2 | 1
26 | Cc1cc(N/N=C/c2ccccc2O)nc(N2CCOCC2)n1 | -11 | -2 | -6 | 5 | 6
27 | Cc1ccc(NC(=O)C(=O)NCC2CCCN2S(=O)(=O)c2cccs2)cc1C (stereo unspecified) | -9 | -11 | 3 | -12 | 22
28 | CCC(CC)CN1CCN=C1N(C)C | 2 | 3 | -4 | -2 | 0
29 | CCCCNC(=S)N(CCN(C)C)Cc1cc2cc3c(cc2[nH]c1=O)OCCO3 | 2 | -5 | 9 | -4 | 0
30 | Cc1sc2nc(C(C)C)nc(SCC(=O)NCc3ccco3)c2c1C | -11 | -5 | 0 | -3 | 3

entry | CRFR2-BP ag | IDE cell inh | CHRM5 agonist | CHRM5 PAM
21 | -0.4 | 1 | -2 | 4
22 | -1.9 | 4 | 2 | -8
23 | 15 | -1 | 1 | 1
24 | -1.7 | nt | 0 | -2
25 | 0.9 | 4 | -4 | 0
26 | -1.3 | -1 | -7 | -9
27 | 0.6 | 0 | 0 | -7
28 | -0.5 | 2 | -10 | 7
29 | 1.2 | -1 | 0 | 1
30 | 0.7 | -2 | -3 | 0

Going on with the list:
entry | smiles | CRFR2-BP antag | CHRM4 PAM | M5 antag | M4 antag | CHRM4 agonist
31 | Fc1ccc(NC(=S)N2CCc3ccccc3C2)c(F)c1 | -2 | 13 | 1 | -12 | 0
32 | CCN(CC(=O)Nc1c(F)cccc1F)C(=O)CN1C(=O)c2ccccc2C1=O | 0 | 7 | 10 | -5 | 0
33 | CCOc1ccc(N2CC(C(=O)Nc3ccc(S(=O)(=O)Nc4nccs4)cc3)CC2=O)cc1 (stereo unspecified) | -3 | 6 | 7 | -8 | 2
34 | Cc1ccc2cc3c(nc2c1)N(c1ccccc1)CC3 | 3 | 8 | 5 | 7 | 1
35 | Cn1cc(Br)c(NS(=O)(=O)c2ccc(Cl)s2)n1 | 30 | 1 | 1 | -2 | 1
36 | Cc1ccc(S(=O)(=O)N2CCN(C(=O)Cc3sc(C)nc3-c3ccc(F)cc3)CC2)c(C)c1 | 7 | -8 | 5 | -1 | 14
37 | Cc1cccc(NC(=S)NCCc2ccccn2)c1 | 6 | -2 | 9 | 1 | 1
38 | Cc1cc(Br)c2c(c1)[C@](O)(c1cn(C)c3ccccc13)C(=O)N2C | nt | -2 | -7 | 3 | 2
39 | CC(C)(C)c1ccc(C(=O)NNC(=O)c2ccncc2)cc1 | 5 | 0 | 8 | 5 | 0
40 | Cc1ccc(C(C)C)c(OC(=O)/C=C/c2ccccc2)c1 | -20 | 6 | -5 | -14 | -1

entry | CRFR2-BP ag | IDE cell inh | CHRM5 agonist | CHRM5 PAM
31 | 0.1 | 4 | -8 | 3
32 | -0.1 | -3 | 1 | -4
33 | 0.1 | -3 | -3 | 2
34 | 1.4 | 5 | -3 | 9
35 | -2.4 | 4 | -1 | 7
36 | 0.3 | 8 | 2 | -18
37 | -0.1 | -12 | -4 | -3
38 | nt | nt | 0 | 4
39 | 0.6 | -2 | 0 | -3
40 | 15 | 1 | -1 | -3

The results go on:
entry | smiles | CRFR2-BP antag | CHRM4 PAM | M5 antag | M4 antag | CHRM4 agonist
41 | CCN(CC(=O)Nc1ccc2c(c1)OCCO2)C(=O)c1cc(S(=O)(=O)N2CCOCC2)ccc1F | -1 | -2 | 6 | 2 | 3
42 | CCOC(=O)c1[nH]c(C)c(C(=O)OCCOc2cccc(C)c2)c1C | -15 | 4 | 8 | -3 | 3
43 | CC(C)C(=O)Nc1nnc(CCc2ccccc2)s1 | -9 | -4 | 2 | 4 | 0
44 | Cc1cccc(-c2cccc(NC(=O)C3CCCN(Cc4cccnc4)C3)c2)c1 (stereo unspecified) | -15 | 2 | -3 | -4 | 8
45 | O=C1C2ON(c3ccccc3)C(c3ccncc3)C2C(=O)N1c1ccc(N2CCOCC2)cc1 (stereo unspecified) | 4 | -1 | 5 | -15 | 3
46 | Nc1nc(SCc2ccccc2)c2ncn(C3OC(CO)C(O)C3O)c2n1 (stereo unspecified) | -5 | 1 | 8 | -6 | 1
47 | CCOc1cccc2cc(C(=O)Nc3cc(C)on3)c(=O)oc12 | 11 | 0 | -1 | -5 | 0
48 | Cc1ccc(/C=N/NC(=O)C(C)Oc2cccc3ccccc23)o1 (stereo unspecified) | 10 | 2 | -9 | 3 | 5
49 | COCc1cc(/C=N\NC(=O)Cc2ccc(Cl)cc2)ccc1OC | -4 | -5 | -1 | 3 | 0
50 | C[C@H](CO)N1C[C@H](C)[C@@H](CN(C)CC2CC2)Oc2c(NS(=O)(=O)c3ccc(F)cc3)cccc2C1=O | -2 | 5 | -8 | -13 | 0

entry | CRFR2-BP ag | IDE cell inh | CHRM5 agonist | CHRM5 PAM
41 | -1.4 | nt | -1 | 3
42 | 4.3 | 7 | -1 | 4
43 | 0.2 | 7 | 0 | -2
44 | 1.2 | nt | -7 | 7
45 | 5.3 | 3 | 4 | -4
46 | -0.1 | nt | -2 | 10
47 | -0.5 | 3 | 1 | 0
48 | -1.5 | 6 | 1 | 2
49 | 1.0 | 4 | -2 | 3
50 | -1.8 | -2 | 0 | 0

Results in CHRM5 agonist and CHRM5 PAM, for some of the entries so far:
| entry | molecule | CHRM5 agonist | CHRM5 PAM |
| --- | --- | --- | --- |
| 42 | CCOC(=O)c1[nH]c(C)c(C(=O)OCCOc2cccc(C)c2)c1C | -1 | 4 |
| 43 | CC(C)C(=O)Nc1nnc(CCc2ccccc2)s1 | 0 | -2 |
| 44 | Cc1cccc(-c2cccc(NC(=O)C3CCCN(Cc4cccnc4)C3)c2)c1 (stereo unspecified) | -7 | 7 |
| 45 | O=C1C2ON(c3ccccc3)C(c3ccncc3)C2C(=O)N1c1ccc(N2CCOCC2)cc1 (stereo unspecified) | 4 | -4 |
| 46 | Nc1nc(SCc2ccccc2)c2ncn(C3OC(CO)C(O)C3O)c2n1 (stereo unspecified) | -2 | 10 |

Values by screen from the list.
M4 antag, entries 6 to 12, in order: -3, 8, 5, -13, 2, -6, 4

The listing continues:
entry | smiles | CRFR2-BP antag | CHRM4 PAM | M5 antag | M4 antag | CHRM4 agonist
51 | O=C(Cc1ccc(Br)cc1)Nc1ccc(Cl)cc1 | 30 | -9 | 14 | -5 | 7
52 | CC1CCN(S(=O)(=O)CCNC(=O)c2ccc(F)cc2)CC1 | -2 | 1 | 3 | -12 | 0
53 | Cc1ccc2nc(Nc3nc(CSc4nnc(C)s4)cc(=O)[nH]3)nc(C)c2c1 | 6 | -1 | 4 | -5 | 0
54 | Cc1cc(C)n(-c2nc3ccccc3n3c(C)nnc23)n1 | 18 | 3 | 11 | -6 | 2

entry | CRFR2-BP ag | IDE cell inh | CHRM5 agonist | CHRM5 PAM
51 | -2.0 | 1 | -7 | -14
52 | -0.7 | 2 | 1 | 0
53 | 0.5 | 7 | 2 | 3
54 | -0.7 | 3 | -2 | -1

High-throughput results deposited in PubChem BioAssay by several laboratories.

Hits appear at their usual frequency. Share with any hit: about 2.9%.
